MEX-5 binding – C. elegans MEX-5 TCR-2 RNA binding activity; activity score (negative = inhibition of binding), % at 10 µM; Q9XUB2; 0.38% of 300,000 active; AID 1832; MEX-5/FITC-TCR2 RNA binding, fluorescence polarization; hits give low values;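 active means inhibition past about -25% in most replicates, and total fluorescence under double the plate's negative control median, limit read from the data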;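 further: 0% = DMSO and -100% = 5 µM competing unlabeled TCR2 RNA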
Target sequence (Q9XUB2 whole entry, looked up): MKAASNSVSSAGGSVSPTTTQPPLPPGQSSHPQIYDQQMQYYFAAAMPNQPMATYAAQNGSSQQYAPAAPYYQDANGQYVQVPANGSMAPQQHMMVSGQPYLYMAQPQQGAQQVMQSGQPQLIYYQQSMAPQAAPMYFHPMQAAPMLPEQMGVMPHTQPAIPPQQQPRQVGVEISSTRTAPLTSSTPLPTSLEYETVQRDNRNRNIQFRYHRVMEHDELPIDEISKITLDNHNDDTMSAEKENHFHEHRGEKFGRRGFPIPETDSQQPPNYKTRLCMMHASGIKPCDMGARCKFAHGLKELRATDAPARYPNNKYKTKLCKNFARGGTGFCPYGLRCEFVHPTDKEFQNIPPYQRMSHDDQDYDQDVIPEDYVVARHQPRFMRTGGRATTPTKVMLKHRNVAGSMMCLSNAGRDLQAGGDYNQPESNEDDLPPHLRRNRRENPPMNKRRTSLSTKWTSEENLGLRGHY
Fam108B inh – counter-screen for RBBP9 inhibitors: inhibitors of mouse Fam108B; recombinant Fam108B, FP-Rh probe fluorescence polarization; inhibition, % at 9.51 µM; 0.33% of 300,000 active;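 active means inhibition above the screen mean inhibition plus 3 SD, computed separately per campaign, cut at about 18% in these data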;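 further: inhibitors lower polarization as less probe binds the enzyme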
MCL1 BIM primary – inhibitors of human MCL1 binding to BIM-BH3 peptide | GST-MCL1 / FITC-Bim-BH3 fluorescence polarization | inhibition, % at 10.9 µM | 0.68% of 320,000 active;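 active means inhibition above the mean inhibition of all tested compounds plus 3 SD, set per campaign, cut at about 40% in these data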;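 further: 0% = DMSO wells and 100% = unlabeled Bim-BH3 peptide control; higher means more loss of mP so more displacement of Bim peptide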
GSTO1 counter – blocks human GSTO1 in RBBP9 counter-screen; 1.1% of 300,000 active; P78417; recombinant GSTO1, activity-based probe fluorescence polarization; inhibition, % at 5.96 µM;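 active means inhibition above the campaign mean inhibition plus 3 SD, cut at about 35% in these data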;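 further: 0% = GSTO1-1 with DMSO and 100% = wells lacking GSTO1-1 enzyme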
TPT1 inhibitor – inhibitors of Candida albicans tRNA 2'-phosphotransferase TPT1; inhibition, % at 5 µM; AID 1962; recombinant caTPT1, FP RNA substrate dephosphorylation; 0.81% of 300,000 active;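 active means inhibition above the mean of all tested compounds plus 3 SD, set per screening campaign, cut at about 24% in these data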;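 further: plate controls were DMSO alone for no effect and ferristatin control at 100 nM for full effect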
PME-1 inh – blocks human protein phosphatase methylesterase 1 | Q9Y570 | recombinant PME-1, FP-Rh probe fluorescence polarization | inhibition, % at 5.9 µM | 0.53% of 320,000 active | AID 2130;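 active means inhibition above the campaign mean of all compounds plus 3 SD, cut at about 26% in these data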;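 further: competitive labeling of PME-1 active site by serine hydrolase directed probe; 0% = PME-1 with DMSO and 100% = wells lacking PME-1 enzyme; inhibitors block probe labeling so polarization falls and inhibition rises; many of its hits are not listed in these tables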
GLD-1 RNA inh – GLD-1-TGE RNA interaction inhibition (C. elegans) | Q17339 | purified GLD-1 + fluorescein TGE RNA, fluorescence polarization | inhibition, % at 5.96 µM | 0.44% of 320,000 active | AID 2280;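 active means percent inhibition above a per-plate cutoff, the plate mean of test compounds plus 3 SD, cut at about 30% in these data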;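 further: 0% = DMSO wells with GLD-1 and probe and 100% = wells lacking GLD-1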
Target sequence (Q17339 whole entry, looked up): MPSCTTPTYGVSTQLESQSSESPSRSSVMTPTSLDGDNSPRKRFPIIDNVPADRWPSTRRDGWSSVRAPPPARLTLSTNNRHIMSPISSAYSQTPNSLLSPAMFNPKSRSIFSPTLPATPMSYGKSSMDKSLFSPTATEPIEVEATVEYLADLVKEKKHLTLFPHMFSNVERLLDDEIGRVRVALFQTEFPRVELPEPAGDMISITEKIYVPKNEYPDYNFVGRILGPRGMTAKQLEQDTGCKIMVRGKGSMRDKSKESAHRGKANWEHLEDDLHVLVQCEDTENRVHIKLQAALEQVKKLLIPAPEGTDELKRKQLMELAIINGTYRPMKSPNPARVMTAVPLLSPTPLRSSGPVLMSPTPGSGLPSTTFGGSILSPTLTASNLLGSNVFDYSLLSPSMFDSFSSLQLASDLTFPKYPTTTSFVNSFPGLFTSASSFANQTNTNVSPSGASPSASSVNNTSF
PAD4 inh – PAD4 (human) enzyme inhibition; Q9UM07; recombinant PAD4, RCA probe fluorescence polarization; inhibition, % at 6.36 µM; 0.41% of 330,000 active; AID 485272;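 active means percent inhibition above a cutoff equal to the mean of all tested compounds plus 3 SD, cut at about 15% in these data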;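 further: 0% = PAD4 with RCA probe and DMSO and 100% = probe without PAD4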
Bcl-xL primary – Bcl-xL (human) inhibition | Q07817 | GST-Bcl-xL / FITC-Bim BH3 peptide fluorescence polarization | inhibition, % at 10.9 µM | 0.7% of 320,000 active;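 active means inhibition above the mean of all tested compounds plus 3 SD, cutoff set per campaign, cut at about 30% in these data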;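 further: 0% = DMSO wells and 100% = unlabeled Bim-BH3 peptide competitor; inhibitors lower millipolarization by displacing the labeled peptide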
Active calls of the source: *; nt = no result given.

no.	molecule	MEX-5 binding	Fam108B inh	MCL1 BIM primary	GSTO1 counter	TPT1 inhibitor	PME-1 inh	GLD-1 RNA inh	PAD4 inh	Bcl-xL primary
1	O=C(Nc1ccccc1)N1CCN(c2ccccn2)CC1	0.4	-3	4	9	-4	-2	10	-2	1
2	O=[N+]([O-])c1ccccc1/C=C/CN1CCSCC1	2.6	0	3	1	-2	3	5	3	7
3	COC(=O)/C(C#N)=C/N(C)C	-3.1	-1	4	19	-1	-4	11	1	3
4	O=C(/C=C/c1ccc(Cl)c(Cl)c1)NCc1ccco1	-2.4	0	6	-6	-3	0	3	2	4
5	O=C(COC(=O)c1c(Cl)ccc(Cl)c1Cl)NC1CCS(=O)(=O)C1 (stereo not drawn)	1.1	-4	5	-13	-1	0	2	-5	6
6	COc1ccc(S(=O)(=O)N2CCC(C(=O)N[C@H](C(=O)N3CCCCCC3)C(C)C)CC2)cc1	-1.0	0	2	-6	-2	2	0	-2	5
7	Cc1cccc(C(=O)NC2CCN(C(=O)NCc3ccccc3)CC2)c1	1.0	0	12	-1	4	10	4	0	3
8	COc1cc(-c2c(NC(=O)c3ccco3)oc3ccccc3c2=O)cc(OC)c1OC	-1.4	3	6	-1	-3	-3	3	1	5
9	CCC1Sc2ccc(S(=O)(=O)Nc3ccc(OC)cc3)cc2NC1=O (stereo not drawn)	-0.5	1	-1	23	0	6	-7	-9	0
10	COc1ccc(S(=O)(=O)N2CCCC(C(=O)NCc3ccco3)C2)cc1OC (stereo not drawn)	-0.8	1	-4	-3	1	0	0	-5	-2
11	O=C(CN1C(=O)/C(=C/c2ccccc2F)Sc2ccccc21)NCC1CCCO1 (stereo not drawn)	0.0	1	4	-1	4	7	5	-4	5
12	CC(=O)Nc1ccc(-n2nnnc2SCC(=O)Nc2cccc(NC(=O)c3ccco3)c2)cc1	-0.5	-30	-11	-8	1	-39	5	-8	-25
13	CCOC(=O)C1(Cc2ccccc2C)CCCN(S(=O)(=O)CC)C1 (stereo not drawn)	2.3	-2	17	-2	-3	-3	3	0	8
14	OCCNc1nc(Nc2ccc(Br)cc2)nc2ccccc12	-1.4	17	-4	-14	-4	-131	2	-7	4
15	C=CCOc1ccn(C)c(=O)n1	-0.8	2	8	-2	-5	-4	6	-3	2
16	CN(c1ccc(C(=O)Nc2ccccc2Sc2ccccc2)cc1)S(C)(=O)=O	-1.4	-2	-1	0	-1	-6	3	-4	5
17	CS(=O)(=O)c1nsc2nc(=O)c(/C=C3\C=Nc4ccccc43)c(N)n12	-6.1	4	-8	-2	5	3	2	-1	-4
18	CC1(C)C=C(c2ccc(O)cc2)CC(C)(C)N1	-2.3	3	4	-4	-5	-1	1	0	-3
19	CC(C)Cn1cc(Cl)c(=O)n(CC(C)C)c1=O	-1.1	2	5	5	-2	5	4	-2	1
20	COC(=O)c1cccc(C(=O)N2CCC(CO)(CCc3ccccc3)CC2)c1	1.5	4	-3	0	-1	-2	-2	2	1
21	O=C(Nc1cccc2ccccc12)NC1Cc2ccccc2C1	-0.9	-8	0	6	0	-2	0	3	4
22	Cc1ccc(NC(=O)COC(=O)c2ccc3c(c2)OCCO3)cc1	nt	nt	-4	nt	nt	-10	2	0	-2
23	Cn1c(Cn2nnc(-c3ccccc3)n2)nnc1SCc1ccccc1Cl	nt	1	6	4	1	3	2	1	4
24	S=C(NCCCN1CCOCC1)Nc1ccc(Nc2ccccc2)cc1	-2.3	2	6	4	-5	-1	12	-1	1
25	Cn1c(SCc2ccc3c(c2)OCO3)nnc1-c1ccccc1	-1.6	1	-2	0	-3	2	-7	-5	4
26	O=C(CNC(=O)c1ccccc1F)NCc1cccnc1	0.9	0	4	9	0	4	-2	0	0
27	Cc1ccc2c(c1)C(c1ccccc1)N(C(=O)c1ccccc1)CC(=O)N2 (stereo not drawn)	1.4	3	0	1	1	8	1	0	3
28	CC(=N\NC(=O)c1cc(Br)ccc1O)/C(=N/O)C(=O)Nc1ccccc1	0.8	2	14	9	-1	1	10	-10	10
29	O=Cc1cccc(Oc2ccc([N+](=O)[O-])cc2[N+](=O)[O-])c1	-1.7	-3	-8	5	-1	6	1	0	0
30	CN(C)c1ccc(NC(=O)CSc2nnc(-c3cnccn3)n2C)cc1	0.1	2	1	0	-1	1	-7	-4	-3
31	COc1ccc(C(=O)NCc2nnc(SCC(=O)N3CCOCC3)o2)cc1	0.9	2	1	5	-4	3	-4	-2	1
32	CC(=O)Oc1ccc(-c2cccc(C(=O)N3CCCCC3)c2)cc1	0.5	0	5	2	-1	2	-2	2	3
33	O=C(CCc1ccccn1)NC1CCCc2c1cnn2-c1ccc(F)cc1F (stereo not drawn)	2.2	-2	4	9	1	1	0	0	2
34	Nc1nc(CSC(=S)N2CCN(c3ccccc3)CC2)nc(Nc2ccc(F)cc2)n1	0.4	-5	2	-7	-1	-17	6	2	2
35	O=C1N=C(N2CCCC2)S/C1=C\C=C\c1ccccc1	-0.7	-1	-1	5	4	-6	0	-6	4
36	C[n+]1cccc(C2C(C#N)=C(N)Oc3c2ccc2ccccc32)c1 (stereo not drawn)	-9.2	-2	30	37*	-10	2	5	-11	39*
37	C=C(C)C(=O)O[C@H]1C/C(C)=C\C(=O)/C=C(\C)[C@H](O)[C@@H]2OC(=O)C(=C)[C@@H]21	-0.1	-6	3	6	0	-2	8	-6	4
38	Cc1ccc(CCNC(=O)C2CCCN(S(=O)(=O)c3cnc[nH]3)C2)cc1 (stereo not drawn)	2.8	0	3	4	-2	1	2	-2	2
39	O=C(NNC(=O)c1ccc[nH]1)c1cccc(C(F)(F)F)c1	1.0	-4	7	-1	-5	2	3	5	3
40	O=C1c2ccccc2C(=O)N1c1n[nH]c(CCc2ccccc2)n1	2.2	-4	-1	-4	0	-9	1	-4	-2
41	Cc1cccc2c1CC(C)(C)N=C2C1=C(O)CC(C)(C)CC1=O	-0.6	4	-2	-4	-1	-8	10	-6	0
42	Cc1nc2sc3c(c2c(=N)n1N)CCCC3	0.9	1	-11	3	-2	2	0	-1	-2
43	CCc1ccccc1NC(=S)N1CCC(NC(=O)c2ccc(OC)cc2)CC1	3.7	1	-2	1	-1	-2	3	1	0
44	O=C(N/C(=C\c1ccco1)C(=O)N1CCCC1CO)c1ccccc1 (stereo not drawn)	-10	-8	22	10	-6	2	17	-4	21
45	Cc1nccn1CCC(=O)Nc1ccc(Cl)cc1	0.4	0	-3	5	-2	-4	5	-2	5
46	CN1CCN(C(=O)C2CCN(S(=O)(=O)c3cnc[nH]3)CC2)CC1	-3.4	6	-7	-2	-1	-1	5	-7	-3
47	C/C(=C\C(=O)Nc1cscc1C)C(=O)O	0.3	0	-3	-4	-4	5	0	-1	3
48	CCN1CCN(c2ccc(S(=O)(=O)N3CCCCC3)cc2NC(=O)/C=C/c2cccc(OC)c2OC)CC1	0.5	-4	-6	-7	4	7	-2	-9	2
49	O=S(=O)(c1ccc(F)cc1)N1CCN(Cc2nnc(-c3ccccc3)o2)CC1	nt	nt	1	nt	nt	-2	4	6	0
50	CCCc1[nH]c(=O)c(C#N)c2c1CCCC2	1.7	2	-5	5	-3	0	3	-10	-5

(further entries)
no.	molecule	MEX-5 binding	Fam108B inh	MCL1 BIM primary	GSTO1 counter	TPT1 inhibitor	PME-1 inh	GLD-1 RNA inh	PAD4 inh	Bcl-xL primary
51	COc1ccc2c3c(c(=O)oc2c1OCC(=O)C(C)(C)C)CCCC3	1.7	0	-1	7	-1	2	-2	-1	4
52	Cn1c(SCc2ccccc2Cl)nc(C(F)(F)F)cc1=O	-2.2	-2	0	6	-4	1	2	-2	-3
53	Cc1ccc(C)n1-c1ccc(N(C)C)cc1	-0.8	4	7	46*	4	-5	3	0	3
54	CCCCCCn1c(O)c(/C=C2\C=NN=C2c2ccccc2)sc1=S	-0.7	-16	4	-4	-2	-20	-6	0	2
55	CC(=O)Nc1nnc(CSCc2ccc(F)cc2)s1	-1.0	-4	3	14	-3	-1	4	-4	7
56	O=C(CC1C(=O)NCCN1CC1CCCCC1)NCc1ccc(F)cc1F (stereo not drawn)	-0.7	-5	16	5	-12	-4	10	0	13
57	COc1cc(C(=O)Oc2cccc(/C=N/NC(=O)c3cc(C)[nH]n3)c2)cc(OC)c1OC	1.0	1	-4	6	-1	-1	-7	-3	-6
58	O=C(O)c1cccc(C(=O)c2cccc(C(=O)O)c2)c1	1.0	-2	1	-6	-2	-2	-2	1	7
59	CCC(C(=O)N1CCN(c2ccccc2OC)CC1)c1ccccc1 (stereo not drawn)	-2.7	2	-4	-1	-1	-4	2	4	0
60	COc1ccc(N(CC(=O)N/N=C/c2cc3ccc(OC)cc3nc2Cl)S(=O)(=O)c2ccccc2)cc1	-2.2	2	16	-1	2	-4	-1	-6	4
61	O=C(O)CC/C(=N\NC(=O)CNC(=O)c1cccc(Cl)c1)c1ccccc1	-0.7	1	-9	-5	7	3	8	-1	-4
62	CCCC(=NCCc1c(C)[nH]c2ccccc12)C1=C(O)CC(c2ccccc2)CC1=O (stereo not drawn)	2.3	0	-5	-2	0	-4	3	-6	0
63	COc1ccc(-n2nnc3c(=O)n(CC(=O)N4CCC(C)CC4)cnc32)cc1	2.6	-3	-6	-5	0	-5	-1	-1	-3
64	CCC1CCCCN1C(=S)Nc1ccc(OC(F)F)cc1 (stereo not drawn)	0.1	-5	16	4	1	0	9	-1	10
65	c1ccc(N2CCN(c3nnnn3-c3ccccc3)CC2)cc1	1.7	0	2	0	0	-4	5	-1	0
66	CCOC(=O)N1CCC(NC(=O)C2CCC(Cn3c(=O)[nH]c4ccccc4c3=O)CC2)CC1 (stereo not drawn)	nt	0	1	5	-3	2	-2	1	2
67	COCCn1c(SCC(=O)N(C)c2c(N)n(Cc3ccccc3)c(=O)[nH]c2=O)nnc1-c1cccc(C)c1	-0.1	4	0	8	-3	2	2	2	-3
68	COc1cccc(CNS(=O)(=O)c2c(C(=O)N3CCCC3)c(C)n(C)c2C)c1	-1.4	1	4	2	3	-3	0	3	4
69	Cc1ccccc1C(=O)O/N=C/c1c(N2CCOCC2)n(C)c2ccccc12	-1.1	2	2	-6	0	-1	-2	4	1
70	Cc1cccc(/C=N/NC(=O)Cn2nccc2C)n1	-2.4	-1	4	3	-3	-3	-3	0	6
71	CNS(=O)(=O)c1ccc(NS(=O)(=O)c2ccccc2F)cc1	2.0	0	2	7	3	1	7	0	4
72	COc1ccc(C(=O)N(C)Cc2nc3ccccc3c(=O)[nH]2)cc1S(=O)(=O)N1CCCC1	nt	nt	-2	nt	nt	-2	3	-2	-3
73	Cc1c(Br)c([N+](=O)[O-])nn1CC(=O)N(C)Cc1ccccc1	-2.5	3	2	4	-1	2	8	-1	5
74	CC(C)(C)c1cnnn1-c1ccc(C=O)cc1	1.5	-2	-2	-4	1	2	0	1	3
75	FC(F)(F)c1nnc2n1N=C(c1cccs1)CS2	1.3	3	2	4	5	-4	3	2	4
76	Cc1csc(SCC(=O)Nc2ccccn2)n1	1.4	-7	4	3	-4	-3	-4	-1	3
77	O=C(COC(=O)c1ccc(O)cc1O)NC12CC3CC(CC(C3)C1)C2	nt	nt	158*	nt	nt	-9	100*	-2	139*
78	Cc1ccc(NC(=O)Cn2ccnc2)cc1C	-1.6	0	-3	-10	-1	11	5	-3	0
79	Cc1ccc(-c2c[n+]3c(n2-c2ccccc2)SCC3)cc1	-0.3	5	8	5	0	-4	1	2	10
80	O=C(NC(=S)NCc1ccncc1)c1ccccc1	-4.6	2	4	4	2	5	0	-5	0

Only part of the results is shown, so the mix of outcomes need not match the whole.
